BAP1 block: inhibitors of human BAP1 deubiquitinase | Q92560 | AID 436 | activity remaining (% of control), % at 20 µM | recombinant BAP1, Ub-AMC hydrolysis fluorescence kinetic; stronger effect = lower value | hit rate 0.48% among 72,000;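 active = activity remaining at or below 50% of control, provided the compound also passes the data quality filters; inactive = the rest, including low values that fail the filters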;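 note: 100% = DMSO wells rate and 0% = substrate alone blank rate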
Target sequence (Q92560 whole entry, looked up): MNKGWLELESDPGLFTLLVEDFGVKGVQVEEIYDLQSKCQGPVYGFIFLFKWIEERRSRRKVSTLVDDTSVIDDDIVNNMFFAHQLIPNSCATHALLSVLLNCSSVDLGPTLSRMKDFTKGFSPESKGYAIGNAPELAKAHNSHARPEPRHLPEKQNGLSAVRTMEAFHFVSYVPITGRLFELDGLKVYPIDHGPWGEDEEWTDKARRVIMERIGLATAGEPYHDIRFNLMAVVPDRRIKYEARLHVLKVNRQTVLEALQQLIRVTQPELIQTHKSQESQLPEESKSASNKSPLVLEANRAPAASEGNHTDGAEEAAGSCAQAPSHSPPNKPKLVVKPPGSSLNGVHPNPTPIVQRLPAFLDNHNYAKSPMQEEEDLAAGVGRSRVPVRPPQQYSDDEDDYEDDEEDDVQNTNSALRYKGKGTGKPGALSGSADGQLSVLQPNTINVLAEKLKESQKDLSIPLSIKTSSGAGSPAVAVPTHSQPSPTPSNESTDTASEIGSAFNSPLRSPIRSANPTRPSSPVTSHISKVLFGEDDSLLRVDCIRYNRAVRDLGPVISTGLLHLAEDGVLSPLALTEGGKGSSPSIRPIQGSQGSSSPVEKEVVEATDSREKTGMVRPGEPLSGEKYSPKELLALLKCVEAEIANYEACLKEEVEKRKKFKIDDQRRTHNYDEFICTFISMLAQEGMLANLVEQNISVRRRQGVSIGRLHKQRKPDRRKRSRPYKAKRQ
HePTP inhibitor: human HePTP phosphatase inhibition; hit rate 0.64% among 110,000; inhibition, % at 20 µM; recombinant HePTP phosphatase activity, OD absorbance; AID 521; in the data active = inhibition above about 50%;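 note: plate controls were vehicle for no effect and reference inhibitor for full effect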
Target sequence (P35236 whole entry, looked up): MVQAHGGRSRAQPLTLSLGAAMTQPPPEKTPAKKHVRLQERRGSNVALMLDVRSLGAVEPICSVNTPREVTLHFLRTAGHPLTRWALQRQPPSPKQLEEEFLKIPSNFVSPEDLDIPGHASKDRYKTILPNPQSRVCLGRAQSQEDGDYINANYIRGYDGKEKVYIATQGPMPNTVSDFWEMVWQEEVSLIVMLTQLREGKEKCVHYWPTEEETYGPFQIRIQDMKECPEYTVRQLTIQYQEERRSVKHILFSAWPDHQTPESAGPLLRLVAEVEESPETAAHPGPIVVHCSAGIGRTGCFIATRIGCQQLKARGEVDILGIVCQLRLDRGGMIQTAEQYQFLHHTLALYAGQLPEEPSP
* = called active by the depositor; nt = not tested or not shown; & = joins results of further samples.

SMILES | BAP1 block | HePTP inhibitor
CCCNC(=O)C1CCN(S(=O)(=O)c2ccc3nc4c(c(C(=O)O)c3c2)CCCCC4)CC1 | 88.0 | 11.1
COC(=O)c1ccc(N(S(=O)(=O)c2ccc(NC(C)=O)cc2)S(=O)(=O)c2ccc(NC(C)=O)cc2)cc1 | nt | 7.3
O=C1c2ccccc2C(=O)c2c(NC(=O)C3CC4CCC3C4)cccc21 (centres undefined) | nt | 5.9
CCN(CC)C(=O)C(=O)N/N=C/c1ccc2c(c1)OCO2 | nt | 3.4
OCc1nc2ccccc2n1/N=C/c1ccccc1 | nt | -24.8
Cc1cc(N/C=C2\CCCCC2=O)no1 | 106.6 | 11.3
O=C(Nc1cc(O)ccc1C(=O)O)c1cccc(Br)c1 | nt | 6.2
CCOc1ccccc1C(=O)N(CN1CCCC1=O)c1ccc(C)c(Cl)c1 | 76.4 | 6.0
Cc1nn(C)c(C)c1NC(=O)CSc1nnc(C)n1-c1ccccc1 | 121.0 | 9.0
COc1ccccc1/C=C/CN1CC(C)OC(C)C1 (centres undefined) | 107.1 | 4.7
Cc1cc2cc(CCNS(C)(=O)=O)c(=O)[nH]c2cc1C | 87.6 | 8.9
CP(=O)(COC(=O)c1ccccc1)COC(=O)c1ccccc1 | 98.0 | 1.9
Cc1nc(SCC(=O)c2ccccc2)c(C#N)c(-c2ccco2)c1C(=O)NCc1ccco1 | 99.9 | 5.1
CCOc1ccc2[nH]c(=O)c(CN(CC3CCCN3CC)C(=O)NCc3ccccc3)cc2c1 (centres undefined) | nt | -5.3
Cc1cc2n(n1)C(c1ccc3c(c1)OCO3)Nc1ccccc1-2 (centres undefined) | 77.8 | 6.6
COCCNC(=O)c1ccc2c(=O)n(CCOC)c(=O)[nH]c2c1 | nt | 11.7
Cn1c(=O)n(C)c2cc(S(=O)(=O)O)ccc21 | 102.3 | 9.3
Cc1[nH]c(=O)[nH]c(=O)c1NC(=O)c1cccs1 | 147.8 | 3.9
Cc1cccc(N(CC(O)CN(C)C)S(=O)(=O)c2ccccc2)c1 (centres undefined) | 87.0 | -7.9
COc1ccc(NC(=O)CN(c2ccccc2OC)S(=O)(=O)c2ccccc2)cc1OC | nt | 8.0
Cc1nnc(SCC(=O)Nc2nccs2)[nH]c1=O | 87.5 | 8.8
Cc1ccc2nc(N3CCN(Cc4nnnn4Cc4ccccc4)CC3)c(C#N)cc2c1 | nt | 6.2
COc1ccc(C2c3c(nn(-c4ccccc4)c3C)CC(C)(O)C2C(C)=O)cc1OC (centres undefined) | nt | 6.9
CCOc1cccc(C(=O)Nc2scc(-c3ccc(C)cc3)c2C(=O)OC)c1 | nt | -7.8
CCOc1cccc(-c2nnc3sc(-c4cc(OC)c(OC)cc4OC)nn23)c1 | nt | -1.6
CCCOC(=O)Nc1ccc(N2CCCCC2)cc1 | 97.3 | -5.6
COc1cccc(C2C(C(=O)Nc3ccccc3)=C(C)N=c3s/c(=C\c4ccncc4)c(=O)n32)c1 (centres undefined) | nt | 5.8
C/C(=N/OCO/N=C(/C)c1ccc(F)cc1)c1ccc(F)cc1 | nt | 6.6
Clc1cccc(N2CCN(Cc3nc(-c4ccccc4)no3)CC2)c1 | 85.2 | 6.9
O=C(Nc1cc([N+](=O)[O-])ccc1C(=O)NCc1ccco1)c1cccs1 | nt | 5.5

Continued:
SMILES | BAP1 block | HePTP inhibitor
CC(C)Cn1c(C(C)O)nc2ccccc21 (centres undefined) | nt | -0.8
O=C(CSc1nc(-c2ccco2)cc(C(F)(F)F)n1)N1CCSCC1 | 67.7 | nt
O=C1/C(=C/c2ccccc2Cl)NC(=S)N1c1ccccc1 | nt | 6.9
Cc1ccccc1OCc1nc2c3cnn(C)c3ncn2n1 | 90.0 | -4.2
O=C(Nc1ccccc1I)c1ccccc1Cl | 86.9 | nt
COc1ccc2oc(=O)c(-c3nnc(NCc4ccco4)s3)cc2c1 | nt | 4.6
CCOC(=O)CNC(=O)CN1C(=O)CCSc2ccccc21 | 94.8 | 10.6
CS(=O)(=O)N(CC(=O)N1CCN(c2ccccc2)CC1)c1cc(C(F)(F)F)ccc1Cl | nt | 3.6
Cc1ccc(N(CC(=O)NC(C)c2ccccc2)S(=O)(=O)c2ccc(F)cc2)cc1 (centres undefined) | nt | -9.9
COCC(=O)N/N=C(\C)CC(=O)Nc1cc(C)ccc1OC | nt | 4.0
CCc1ccccc1N(CC(=O)Nc1ccc(C)cc1)S(C)(=O)=O | nt | 0.9
COc1ccc(Br)cc1/C=C/C(=O)c1ccc(F)cc1 | nt | -2.0
CSC1=C(C#N)C(c2ccccc2)C=C(c2ccccc2)N1 (centres undefined) | nt | -10.7
COc1ccc(C2CC(=O)C3=C(C2)Nc2ccccc2NC3c2cc([N+](=O)[O-])ccc2Cl)cc1OC (centres undefined) | nt | -9.5
COc1ccc(-c2cc(C(F)(F)F)nc(S(C)(=O)=O)n2)cc1OC | nt | -8.0
CCOc1ccc(N/C(N)=N\c2nc(C)cc(C)n2)cc1 | nt | 7.3
COc1ccc(C)cc1N(CC(=O)O)S(=O)(=O)c1ccc(C)cc1 | 136.5 | -1.3
CCSc1nc2c(c(=O)[nH]c(=O)n2C)n1C | 92.8 | 7.9
CN(C)c1ccc(C(CC(=O)O)NC(=O)c2ccc(Cl)cc2)cc1 (centres undefined) | 102.8 | 7.7
Cc1cnc(-c2nnc(N(C)C(=O)c3ccncc3)s2)cn1 | 96.2 | 3.4
COc1ccc(N2CCN(C(c3ccco3)c3sc4nc(C)nn4c3O)CC2)cc1 (centres undefined) | 98.4 | nt
c1ccc2c3c([nH]c2c1)/C(=N/N=C1CCCCC1)CCC3 | nt | -2.6
CC(C)NC(=O)C1(O)c2ccccc2NC(=O)N1c1ccc(Cl)c(Cl)c1 (centres undefined) | nt | 0.9
CCOc1cc([N+](=O)[O-])ccc1NC(C)=O | nt | 8.0
COc1cccc(N(CC(=O)Nc2ccccc2C)S(C)(=O)=O)c1 | 91.6 | 8.0
O=C1C=C(NC2CC2)C2(CCCCC2)O1 | 107.5 | 9.8
CCOC(=O)N1CCN(Cc2cc(=O)oc3ccc4ccccc4c23)CC1 | 76.1 | 7.0
Cc1ccc(-c2cc(C(F)(F)F)n3ncc(C(=O)NCCc4ccccc4)c3n2)cc1 | nt | 8.5
O=C(Nc1nonc1NC(=O)C1CCCCC1)C1CCCCC1 | 58.8 | 12.9
C=CCOC(=O)C1=C(C)N=C2SCCC(=O)N2C1c1ccc(OC)cc1 (centres undefined) | nt | 3.5

Some of the entries above in a different format.
Value order – BAP1 block, HePTP inhibitor
COc1cccc(C2C(C(=O)Nc3ccccc3)=C(C)N=c3s/c(=C\c4ccncc4)c(=O)n32)c1 (centres undefined)
  nt, 5.8
Clc1cccc(N2CCN(Cc3nc(-c4ccccc4)no3)CC2)c1
  85.2, 6.9

Continuation.
SMILES | BAP1 block | HePTP inhibitor
CCN1CCN(c2ccc(NC(=O)COc3ccccc3Cl)cc2)CC1 | 92.0 | 2.0
CC(C)C(=O)Nc1c2c(nc3c1CCC3)CCCC2 | 112.3 | 1.5
COCCOC(=O)C1=C(C)NC(=O)NC1C1CC=CCC1 (centres undefined) | 92.7 | 2.2
COc1ccc(/C=N/Nc2nncc(=O)[nH]2)cc1OC | nt | 8.7
O=C(CCN1C(=O)COc2ccccc21)NCCN1CCOCC1 | 99.7 | 7.8
CN(C)c1ccc(/C=C2\C(=O)Oc3ccccc3C2=O)cc1 | nt | 8.7
COc1ccccc1-c1nc2s/c(=C\c3cccs3)c(=O)n2n1 | 84.1 | 4.0
CCOc1ccc(-c2[nH]ncc2Oc2cccc(OC)c2)c(O)c1 | 149.0 | -12.0
O=S(=O)(c1cc(Cl)ccc1Cl)n1nnc2ccccc21 | 90.4 | 11.6
COC(=O)c1ccc(S(=O)(=O)N2CCCC2)o1 | 106.5 | 5.8
O=C(NCc1cn2ccsc2n1)Nc1ccc(Cl)cc1 | 99.0 | 4.9
Cc1cc(Br)ccc1N1C(=O)/C(=C/c2cccs2)C(=O)NC1=S | nt | 13.6
O=C(OCc1nnc(-c2ccccc2)o1)c1ccc2c(c1)OCCO2 | 138.4 | 10.0
COc1ccc(-n2nnc3c(SCC(=O)N4CCN(c5ccccc5)CC4)ncnc32)cc1 | 99.1 | 4.3
COc1cc(C2C(C(=O)OCCOc3ccccc3)=C(C)NC3=C2C(=O)CC(C)(C)C3)cc(Cl)c1O (centres undefined) | nt | -1.8
CC(=O)N1C(=O)/C(=C2/SC(=Nc3ccc(Br)cc3)NC2=O)c2ccccc21 | nt | -8.1
COc1ccc(/C(N)=N/OC(=O)Cc2ccc(Cl)cc2)cc1 | nt | -11.0
Cc1nc(SCC(=O)Nc2ccc3c(c2)OCO3)c(C#N)c2c1CCCC2 | 111.7 | 6.2
CSc1nnc([C@@H](NC(=O)OC(C)(C)C)C(C)C)o1 | 113.3 | 11.8
CN1CCC(=NOC(=O)c2ccc(F)cc2)CC1 | nt | 9.6
O=C(NCCO)/C(=C\c1ccc(Cl)cc1)NC(=O)c1ccco1 | nt | 0.2
CC(=O)NCC12CC3CC(C1)CC(C(=O)O)(C3)C2 | 96.1 | 4.5
Cn1c(=O)c2c(nc(NCc3ccco3)n2C/C=C/c2ccccc2)n(C)c1=O | 90.8 | -6.4
O=C1NC(=O)C(=Cc2cc(Br)ccc2OCc2ccccc2F)C(=O)N1 | nt | -7.3
Cc1cc(C)n(Cc2ccc(C(=O)NCCC3=CCCCC3)o2)n1 | 162.8 | 8.2
COc1ccccc1-c1nc(-c2ccc(Br)cc2)no1 | 88.8 | 4.2&11.4
CCc1cccc(C)c1NC(=O)c1ccc(Br)o1 | nt | -0.2
COc1cc(/C=C2\SC(=Nc3ccc(C)c(Cl)c3)NC2=O)ccc1O | nt | 13.1
Fc1ccccc1-c1nc(-c2ccc(Br)cc2)no1 | nt | -10.9
COc1ccc(N(Cc2ccc(C(=O)Nc3ccc(OC)c(OC)c3)cc2)S(=O)(=O)c2ccccc2)cc1 | nt | 4.3

Compounds above that contain a CF3 group:
SMILES | BAP1 block | HePTP inhibitor
O=C(CSc1nc(-c2ccco2)cc(C(F)(F)F)n1)N1CCSCC1 | 67.7 | nt
CS(=O)(=O)N(CC(=O)N1CCN(c2ccccc2)CC1)c1cc(C(F)(F)F)ccc1Cl | nt | 3.6
COc1ccc(-c2cc(C(F)(F)F)nc(S(C)(=O)=O)n2)cc1OC | nt | -8.0
Cc1ccc(-c2cc(C(F)(F)F)n3ncc(C(=O)NCCc4ccccc4)c3n2)cc1 | nt | 8.5

(continued)
SMILES | BAP1 block | HePTP inhibitor
COc1cccc(/C=C2/C(=O)NC(=O)N(c3ccc(C(C)C)cc3)C2=O)c1O | nt | 9.2
O=C1/C(=C\Nc2cc(Cl)ccc2O)CCc2ccccc21 | nt | 0.4
Cc1cc(NNC(=O)C(c2ccccc2)c2ccccc2)c2ccc(C)c(C)c2n1 | nt | 8.5
Cc1cc(NC(=O)c2ccc(C)c([N+](=O)[O-])c2)ccc1Br | nt | -4.6
Cc1ccc(C)n1-c1cc(S(=O)(=O)N2CCOCC2)ccc1N1CCCC1 | 59.4 | -2.5
Cc1cc(=O)oc(C)c1C(=O)N1CCc2c([nH]c3ccccc23)C1C(C)C (centres undefined) | 94.1 | 4.8
O=C(Cn1cc2c(n1)CCCC2)N1CCCC1 | 102.4 | -11.1
CSCCC(NC(=O)c1ccccc1)C(=O)OCC(=O)Nc1cc(C)on1 (centres undefined) | nt | 4.2
CCOc1cc(/C=C2\SC(=Nc3cccc(Cl)c3C)NC2=O)ccc1O | nt | -4.1
CCOC(=O)c1csc(NC(=O)C(C)(C)C)n1 | 86.8 | 7.3
CCOC(=O)c1csc(NC(=O)c2ccc(S(=O)(=O)N3CCCC3)cc2)n1 | 65.3 | 4.3&-5.8
CCC(Sc1nc2sc(C(=O)OC)c(C)c2c(=O)n1N)C(=O)NCC1CCCO1 (centres undefined) | 91.8 | 11.9
CCOC(=O)N1CCN(C(=O)CSc2nc3c(cnn3-c3ccc(Cl)cc3)c(=O)[nH]2)CC1 | 86.1 | 2.1
Nc1ccc(-n2nncc2-c2ccco2)cc1 | 100.3 | nt
O=C(CSc1ncn[nH]1)Nc1ccc(Br)cc1F | 113.2 | 5.2
Cc1ccc(-n2nnc3c(=O)n(Cc4ccccc4C)cnc32)cc1 | 93.9 | -6.9
C(=C\c1ccco1)/C=N/Nc1nnc2c(n1)[nH]c1ccccc12 | nt | 6.2
Cc1ccc(-n2c3c(cc(C(=O)NCCCN4CCOCC4)c2=O)C(=O)CC(C)(C)C3)cc1 | 82.0 | 5.3
COc1ccc(N2C(=O)c3ccc(OC)c(OC)c3C2=O)cc1 | nt | -6.0
O=S(=O)(Nc1ccc2c(c1)nc1n2CCOC1)c1ccccc1 | 86.4 | 3.9
Cc1cccc(/C(N)=N/OC(=O)c2ccc(Cl)cc2Cl)c1 | nt | 4.9
O=C(Cn1c(=O)oc2cc(S(=O)(=O)N3CCCC3)ccc21)Nc1ccc(C(F)(F)F)cc1 | nt | -3.7
CCN1C(=O)/C(=C\c2cn(CCOc3ccc(Br)cc3)c3ccccc23)SC1=S | nt | 2.4
O=S(=O)(/C=C/c1ccccc1)N1CCN(c2ccccc2)CC1 | 92.9 | 2.2&-4.6
O=C(CSc1nnnn1-c1ccccc1)Nc1nsc(-c2ccccc2)n1 | 55.0 | 3.7
Cn1c(SCC(=O)N2c3ccccc3Sc3ccccc32)nnc1-c1ccco1 | nt | 6.7
COc1ccc2oc(=O)c(-c3nc4ccccc4[nH]3)cc2c1 | 150.4 | nt
CC(C)NC(=O)NC(=O)CSc1ncc(C(F)(F)F)cc1Cl | 98.5 | 11.2
COc1cc(NC(=O)c2cc(I)ccc2Cl)ccc1NC(=O)c1ccco1 | nt | 3.3
O=C(Nc1nc2ccccc2[nH]1)c1ccc(Cl)c(Cl)c1 | nt | 8.8
CN(C1=NC(=O)/C(=C\c2ccc(Cl)cc2)S1)c1ccc(O)cc1 | nt | -8.5
COc1ccc(NC(=O)c2cnn3c2NC(c2ccco2)CC3C(F)(F)F)c(OC)c1 (centres undefined) | nt | 6.0
O=C(Nc1ccc(Cl)cc1)Nc1nnc(C(c2ccccc2)c2ccccc2)s1 | nt | 4.8
